TEAD-YAP block – TEAD-YAP interaction inhibition. HEK-TIYL cells, TEAD-Gal4/YAP UAS-luciferase luminescence. inhibition, % at 9.12 µM. AID 1259422. 1.4% of 640,000 active; in the data active = inhibition above about 32%;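 also: 0% = median of test compound wells and 100% = reference inhibitor wells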
FBW7 act – human FBW7 E3 ligase activation, primary screen; normalized activity (activation), % at 26.1 µM; 0.13% of 650,000 active; AlphaScreen FBW7–phospho-cyclin E peptide binding, activator screen; Q969H0; in the data active = normalized activity above about 1.9%;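 also: purified mutant Fbw7 with reduced substrate affinity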
GPR151 activ – activates the human receptor GPR151; Q8TDV0; PathHunter beta-arrestin GPR151 cells, luminescence; activation, % at 11.2 µM; 1% of 650,000 active; AID 1508602; in the data active = activation above about 4.9%;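 also: 0% = median of compound wells and 100% = cells with positive control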
Target sequence (Q8TDV0 whole entry, looked up): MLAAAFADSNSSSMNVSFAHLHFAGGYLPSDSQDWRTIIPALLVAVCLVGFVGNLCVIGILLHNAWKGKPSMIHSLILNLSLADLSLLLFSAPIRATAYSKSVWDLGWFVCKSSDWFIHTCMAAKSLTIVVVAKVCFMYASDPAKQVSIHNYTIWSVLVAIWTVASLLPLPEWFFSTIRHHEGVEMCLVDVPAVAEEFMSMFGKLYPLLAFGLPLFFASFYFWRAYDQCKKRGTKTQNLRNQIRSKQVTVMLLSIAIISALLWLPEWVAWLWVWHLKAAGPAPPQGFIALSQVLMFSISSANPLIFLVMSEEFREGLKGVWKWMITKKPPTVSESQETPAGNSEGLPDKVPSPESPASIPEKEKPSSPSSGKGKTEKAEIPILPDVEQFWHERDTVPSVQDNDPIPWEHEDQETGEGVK
MITF primary – blocks human microphthalmia-associated transcription factor. O75030. AlphaScreen MITF homodimerization, bead proximity signal. inhibition, % at 2.6 µM. 0.91% of 650,000 active; in the data active = inhibition above about 50%;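 also: 0% = vehicle wells with protein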
Target sequence (O75030 whole entry, looked up): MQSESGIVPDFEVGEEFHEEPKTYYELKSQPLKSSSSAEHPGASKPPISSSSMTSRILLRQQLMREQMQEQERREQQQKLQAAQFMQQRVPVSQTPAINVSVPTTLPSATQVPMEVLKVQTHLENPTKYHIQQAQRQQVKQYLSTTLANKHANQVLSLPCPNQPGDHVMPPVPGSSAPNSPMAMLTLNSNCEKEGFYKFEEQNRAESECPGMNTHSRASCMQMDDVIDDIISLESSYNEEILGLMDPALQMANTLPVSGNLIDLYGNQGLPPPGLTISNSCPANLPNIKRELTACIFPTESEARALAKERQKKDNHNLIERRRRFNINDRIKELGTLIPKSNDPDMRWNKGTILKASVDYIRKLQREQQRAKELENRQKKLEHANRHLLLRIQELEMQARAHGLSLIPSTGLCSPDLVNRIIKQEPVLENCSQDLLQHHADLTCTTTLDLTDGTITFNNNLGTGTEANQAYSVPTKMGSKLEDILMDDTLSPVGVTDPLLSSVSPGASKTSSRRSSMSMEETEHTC
Starred values were filed as active, the others as inactive.

No. | SMILES | TEAD-YAP block | FBW7 act
1 | CCCC/C=C/c1cnn2c(N3CCN(C)CC3)ccnc12 | -35 | -0.8
2 | CCCCOc1ccc(C(=O)Nc2cccc3ccccc23)cc1 | -2 | 0.0
3 | Cc1sc2ncn3c(=O)n(CC(=O)NC4CC4)nc3c2c1C | 4 | 0.1
4 | CN1CCSc2ccc(C(=O)NCc3ccccn3)cc21 | -19 | -0.1
5 | CCn1c(=O)cc(SCC(=O)N2CCN(C3CCCCC3)CC2)c2ccccc21 | -2 | -0.6
6 | Cc1ccc(S(=O)(=O)c2nnn(CC(=O)Nc3ccccc3)c2N)cc1C | -4 | -0.1
7 | CC(=O)N(C)c1ccc(NC(=O)/C=C\C(=O)O)cc1 | 4 | -0.2
8 | Cc1ccnc(SCC(=O)N2c3ccccc3CCc3ccccc32)n1 | 10 | 0.0
9 | CCn1c[n+](CC(O)COc2ccccc2C)c2ccccc21 (centres undefined) | 9 | 0.0
10 | CCC1CCCCN1C(=O)c1ccc(F)cc1 (centres undefined) | 2 | 0.0

No. | GPR151 activ | MITF primary
1 | 0.1 | -5
2 | -0.6 | -2
3 | 1.1 | -3
4 | -1.3 | 5
5 | 1.5 | 15
6 | -0.6 | 1
7 | 0.4 | 0
8 | -0.2 | 5
9 | -0.2 | -10
10 | -0.2 | 4

Later entries:
No. | SMILES | TEAD-YAP block | FBW7 act
11 | N#Cc1ccc(-c2cccnc2)nc1SCC(=O)c1ccccc1 | -55 | 0.0
12 | CC(C)C(=O)Nc1ccc(O)c(-c2nc3ccccc3s2)c1 | -10 | 0.2
13 | CCOC(=O)C1=C(C)N=c2s/c(=C/c3ccc(-c4ccc(C(=O)OCC)cc4)o3)c(=O)n2C1c1ccc(OC)cc1 (centres undefined) | 3 | -0.2
14 | C/C(CC(=O)NCC(C)C)=N\NC(=O)c1ccccc1F | -70 | 0.8
15 | CCOC(=O)Cn1nnnc1CN(CCCO)Cc1cc2ccc(C)c(C)c2[nH]c1=O | -4 | 0.1
16 | COc1ccc2c(c1OC)C(=O)OC2Nc1ccc(I)cc1 (centres undefined) | -2 | -0.3
17 | COc1ccc(NC(=O)COc2ccc(Br)cc2Cl)c([N+](=O)[O-])c1 | 7 | 0.2
18 | c1ccc(CCNc2ccc(-c3ccco3)cn2)nc1 | -48 | -0.5
19 | CN(C)CCN1C(=O)C(=O)/C(=C(\O)c2ccccc2)C1c1ccco1 (centres undefined) | 6 | 0.1
20 | Cc1c(C(=O)NC2CCCCCC2)sc2ncn(CC(=O)N3CCOCC3)c(=O)c12 | 16 | 1.1

No. | GPR151 activ | MITF primary
11 | -0.6 | -14
12 | 1.6 | 13
13 | 1.3 | -4
14 | -2.3 | -11
15 | -1.0 | 14
16 | 0.1 | 10
17 | 0.8 | 5
18 | 0.3 | 9
19 | 0.2 | 12
20 | -1.8 | 17

Other structures follow:
No. | SMILES | TEAD-YAP block | FBW7 act
21 | CCc1ccc(OC)c(S(=O)(=O)NC2CCCCC2)c1 | -3 | 0.5
22 | CCC(Sc1nncn1C)C(=O)Nc1ccc(OC(F)(F)F)cc1 (centres undefined) | 1 | 0.2
23 | O=C1C2CC=C(Cl)CC2C(=O)N1c1ccc(Cl)c(Cl)c1 (centres undefined) | 8 | 0.2
24 | CCOc1cc2c(cc1OCC)C(c1ccc(N(CC)CC)cc1)NCC2 (centres undefined) | 7 | -0.2
25 | Cc1ccc2cc(C#N)c(SCC(=O)Nc3ccc4c(c3)OCO4)nc2c1 | -2 | 0.1
26 | C=CCC1(CC=C)CCCCN1C(=O)CC1C(=O)NCCN1C/C=C/c1ccccc1 (centres undefined) | -3 | 0.1
27 | O=C(CSCc1c(F)cccc1Cl)Nc1cccc([N+](=O)[O-])c1 | -41 | -0.1
28 | C#CCSc1nnc(-c2ccccc2)c2sc(C)nc12 | -9 | 0.3
29 | Cc1cc(NC(=O)c2cccc(-n3ncc4cc(Nc5ccccc5F)ccc43)c2)ccc1N1CCOCC1 | 5 | -0.1
30 | Cc1ccccc1NC(=O)NC1(C(=O)N2CCC(O)CC2)CCCCC1 | -7 | 0.0

No. | GPR151 activ | MITF primary
21 | -0.2 | -3
22 | -0.9 | 16
23 | -0.5 | -7
24 | -0.2 | 13
25 | 0.2 | -7
26 | -0.5 | 6
27 | 0.0 | 0
28 | -1.2 | 12
29 | 0.8 | -3
30 | -0.3 | -3

Next section.
No. | SMILES | TEAD-YAP block | FBW7 act
31 | CCOC(=O)c1c(C)nc2n(CCN3CCCCC3)c3ccccc3n12 | 5 | -0.1
32 | CCN=c1scc(C)n1/N=C/c1ccsc1 | -53 | -0.2
33 | COc1ccc(-c2oc3ncn4nc(COc5c(C)cccc5C)nc4c3c2-c2ccc(OC)cc2)cc1 | 10 | 0.1
34 | Cc1cc(C(=O)Nc2ccccc2N2CCOCC2)ccc1[N+](=O)[O-] | -4 | -0.1
35 | CCc1nc2ccccc2c2nn(CC(=O)N3CCNC(=O)C3(C)C)c(=O)n12 | 0 | 0.1
36 | COCCCNC(=O)Cc1ccc(Br)cc1 | 5 | -0.1
37 | CCC1(C)Cc2c(sc3nc(SC)n(C)c(=O)c23)CO1 (centres undefined) | 4 | 0.6
38 | Cc1ccc(NC(=O)N2CCCC2C(=O)NC(C)C)cc1 (centres undefined) | -2 | 0.0
39 | CCOC(=O)c1c(NC(=O)c2ccccc2)sc(C)c1C | 3 | 0.2
40 | COc1ccc(N)c(S(=O)(=O)Nc2ccc(Cl)cc2)c1 | -14 | -0.2

No. | GPR151 activ | MITF primary
31 | 1.4 | 14
32 | 0.2 | 5
33 | 0.3 | 18
34 | 0.2 | 4
35 | 1.1 | -6
36 | -0.7 | -2
37 | 0.0 | -4
38 | -0.6 | 20
39 | 0.4 | -1
40 | 0.4 | -8

New compounds follow.
No. | SMILES | TEAD-YAP block | FBW7 act
41 | Cc1cc2occ(CC(N)=O)c2c(C)c1Cl | -4 | 0.2
42 | CC(C)C(NC(=O)/C=C/c1ccccc1)C(C)C | 9 | 0.3
43 | Cc1csc(CNC(=O)CC2C(=O)NCCN2CCCc2ccccc2)n1 (centres undefined) | 1 | 0.1
44 | COc1ccccc1Nc1cc(C)nc(-c2ccccc2O)n1 | 3 | 0.3
45 | C/C(=N/NC(=O)CCn1nnc2ccccc21)c1ccccc1 | 11 | 0.0
46 | CCc1ccc(S(=O)(=O)ON2C(=O)c3ccccc3C2=O)cc1 | -2 | 1.2
47 | CC1CCCCN1C(=O)c1c(NC(=O)c2ccccc2F)sc2c1CCC(C(C)(C)C)C2 (centres undefined) | 13 | 0.2
48 | CCOC(=O)c1cc2c(=O)n3ccccc3nc2n(CC2CCCO2)c1=NC(=O)c1ccccc1Br (centres undefined) | 6 | 0.4
49 | CC(=O)c1ccc(N2CCN(C(=O)Cn3cccn3)CC2)cc1 | 2 | -0.1
50 | O=[N+]([O-])c1ccc(S(=O)(=O)CC(Cl)c2ccccc2)cc1 (centres undefined) | 19 | -0.3

No. | GPR151 activ | MITF primary
41 | -1.7 | 11
42 | -0.1 | 11
43 | -0.9 | 9
44 | 0.3 | 3
45 | 1.3 | 6
46 | -2.6 | 8
47 | -0.9 | 4
48 | 1.6 | 3
49 | -0.1 | 0
50 | 2.4 | 22

Going on with the list.
No. | SMILES | TEAD-YAP block | FBW7 act
51 | c1ccc(Nc2ncnc3c2oc2ccccc23)cc1 | -49 | 0.5
52 | Cc1onc(C(=O)N2CCC(C)CC2)c1[N+](=O)[O-] | 0 | 0.0
53 | CCNCC(O)CNC1CCCCC1 (centres undefined) | -4 | 0.1
54 | CN1C(=O)C(C(=O)NC(C)(C)C)C2CC1(C)Oc1ccccc12 (centres undefined) | -8 | -0.1
55 | COc1ccc(NC(=O)CC(c2ccccc2)c2ccccc2O)cc1 (centres undefined) | -6 | 0.0
56 | COC(=O)c1c(O)c2c([nH]c1=O)CCCC2 | -6 | -0.2
57 | COc1cc(NC(=O)c2noc3c2COc2ccccc2-3)cc(OC)c1OC | 1 | 1.1
58 | CCOc1ccc(C(C)N(NC(=O)C(O)(c2ccc(OCC)cc2)c2ccc(OCC)cc2)C(=O)c2ccccc2)cc1 (centres undefined) | 10 | 0.0
59 | Cc1nnc2sc(C(=O)Nc3ccccc3)c(C(=O)O)n2c1=O | -1 | -0.1
60 | O=C(NCC1CCCN1S(=O)(=O)c1cccs1)c1ccc2c(c1)OCO2 (centres undefined) | -8 | -0.1

No. | GPR151 activ | MITF primary
51 | -0.6 | 9
52 | -1.3 | 2
53 | -0.3 | 9
54 | -0.2 | 4
55 | 4.2 | -8
56 | -0.3 | 12
57 | 1.0 | 8
58 | -0.5 | -8
59 | -0.6 | -11
60 | -1.0 | 0

(more compounds)
No. | SMILES | TEAD-YAP block | FBW7 act
61 | Cc1cc(OCC(=O)N2CCC(C)CC2)ccc1Cl | -72 | -0.1
62 | CCOC(=O)CSc1nc2sc3c(c2c(=O)n1-c1ccccc1)CCC(C(C)(C)C)C3 (centres undefined) | -6 | 0.1
63 | Cc1ccc(NC(=O)N[C@H]2C[C@H]3C(=O)N4CCC[C@H]4C(=O)N3C2)cc1Cl | 0 | 0.5
64 | COc1ccc(OC)c(/C=C2/SC(=Nc3cccc(C(=O)O)c3)N(C)C2=O)c1 | -10 | -0.2
65 | CCOC(=O)CSc1ccc(C(=O)NCc2cccnc2)cc1[N+](=O)[O-] | -5 | -0.1
66 | CCCNC(=O)C1CCCN(C(=O)N2CCOc3ccccc32)C1 (centres undefined) | 0 | 0.1
67 | CC1=C(C(=O)OCC(C)C)C(c2ccc(C)s2)C2=C(CC(C)(C)CC2=O)N1 (centres undefined) | 0 | -0.1
68 | Cc1ccc(OCC(O)CN(CCO)CCO)cc1C (centres undefined) | 8 | 0.0
69 | O=C(CC1SCC(C(=O)O)NC1=O)NCc1ccccc1 (centres undefined) | 5 | 0.1
70 | COc1cc2nc(-c3cccc(OC(F)(F)F)c3)nc(NCc3cccc(C(F)(F)F)c3)c2cc1OC | -4 | 0.0

No. | GPR151 activ | MITF primary
61 | -0.8 | 2
62 | -0.1 | 3
63 | -0.7 | 4
64 | -0.2 | 3
65 | -0.2 | 7
66 | 0.8 | 4
67 | -1.3 | -14
68 | 0.9 | 0
69 | 1.4 | 3
70 | 1.9 | 16

New compounds follow.
No. | SMILES | TEAD-YAP block | FBW7 act
71 | COc1cc(CN2CCCC(O)C2)cc(OC)c1OC (centres undefined) | -4 | 0.7
72 | COc1ccc(/C=C/C(=O)Nc2ccc(Cl)cc2)cc1 | -51 | -0.1
73 | Cn1cnnc1Sc1ccc(C(=O)Nc2ccc(F)c(F)c2F)cc1[N+](=O)[O-] | -19 | -0.2
74 | Cc1ccc(C(=O)NNC(=O)COc2ccc(C(C)(C)C)cc2)cc1 | 12 | 0.2
75 | Cc1nc(C)c(CC(=O)N2CCN(S(C)(=O)=O)CC2)s1 | 2 | -0.1
76 | CC(=O)NCCS(=O)(=O)N1CCN(c2cccc(C)c2)CC1 | 2 | 0.0
77 | Cc1cccc(N2CC(C(=O)OCc3ccc([N+](=O)[O-])cc3)CC2=O)c1 (centres undefined) | -6 | -0.2
78 | O=S(=O)(Nc1ccc(F)cc1)c1cccc2ccccc12 | 11 | 1.1
79 | Cc1ccc(NC(=O)Cc2cccs2)cc1 | -43 | 0.5
80 | COc1ccc(OC)c(-n2c(CNC(=O)c3ccc(OC)c(OC)c3)nnc2SCC(=O)Nc2nccs2)c1 | -8 | 0.8

No. | GPR151 activ | MITF primary
71 | 0.1 | 15
72 | 0.5 | -3
73 | -0.5 | 20
74 | -0.1 | 15
75 | -0.3 | -5
76 | 1.1 | -2
77 | -0.3 | 7
78 | 1.2 | 0
79 | -0.1 | 4
80 | -0.6 | -10

Six entries drawn at random from those above:
No. | SMILES | TEAD-YAP block | FBW7 act
75 | Cc1nc(C)c(CC(=O)N2CCN(S(C)(=O)=O)CC2)s1 | 2 | -0.1
79 | Cc1ccc(NC(=O)Cc2cccs2)cc1 | -43 | 0.5
72 | COc1ccc(/C=C/C(=O)Nc2ccc(Cl)cc2)cc1 | -51 | -0.1
80 | COc1ccc(OC)c(-n2c(CNC(=O)c3ccc(OC)c(OC)c3)nnc2SCC(=O)Nc2nccs2)c1 | -8 | 0.8
74 | Cc1ccc(C(=O)NNC(=O)COc2ccc(C(C)(C)C)cc2)cc1 | 12 | 0.2
78 | O=S(=O)(Nc1ccc(F)cc1)c1cccc2ccccc12 | 11 | 1.1

No. | GPR151 activ | MITF primary
75 | -0.3 | -5
79 | -0.1 | 4
72 | 0.5 | -3
80 | -0.6 | -10
74 | -0.1 | 15
78 | 1.2 | 0

Additional records.
No. | SMILES | TEAD-YAP block | FBW7 act
81 | CCN1CCN(C(c2ccc(N(C)C)cc2)c2nnnn2CCc2ccccc2)CC1 (centres undefined) | -19 | 0.1
82 | COC(=O)C1CCN(C(c2cccc(Cl)c2)c2sc3nc(C)nn3c2O)CC1 (centres undefined) | -3 | -0.3
83 | COc1ccc(C(c2nnnn2Cc2ccccc2)N2CCOCC2)cc1OC (centres undefined) | -10 | 0.1
84 | CCOC(=O)C1CCCN(CC(=O)/C=C2/N(C)c3ccccc3C2(C)C)C1 (centres undefined) | 6 | -0.2
85 | CC(NC(=O)Nc1cccc(Cl)c1)c1ccccc1 (centres undefined) | 2 | 0.2
86 | O=C1CCCC2=C1C(c1ccccc1)CS2 (centres undefined) | 7 | -0.1
87 | CCOC(=O)c1ccc(NC(=O)N2CCN(CCc3ccccc3)CC2)cc1 | -7 | -0.2

No. | GPR151 activ | MITF primary
81 | 1.5 | 7
82 | -0.4 | -18
83 | 0.8 | -11
84 | -1.4 | -1
85 | -1.2 | 20
86 | 1.4 | 1
87 | 0.8 | -1

Bioassay records as filed in PubChem.
